# NCOA2 inhibitor = inhibition of GAL4-SRC2 driven luciferase reporter, primary screen, SRC2 inhibitor project, cell-based, luminescence; actives 0.17% (n = 370,000); HEK293 GAL4-SRC2 luciferase reporter; Nuclear receptor coactivator 2 (Homo sapiens), Q15596; inhibition, % at 9 µM;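 active = inhibition above the mean inhibition of all tested compounds plus 3 SD, set per campaign, cut at about 52% in these data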;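 note: 0% = DMSO treated cells and 100% = cells given Gossypol at 36 µM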
# SRC1 inh = SRC1 coactivator transcriptional activity inhibitors, primary screen, cell-based, luminescence; actives 0.12% (n = 360,000); inhibition, % at 3.6 µM; HEK293 GAL4-SRC1 luciferase reporter; AID 588354, 2011;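 active = inhibition above the campaign mean plus 3 SD, with each screening campaign given its own cutoff, cut at about 60% in these data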;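 note: 0% = DMSO treated cells and 100% = gossypol at 36 µM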
# Target sequence (Q15788 whole entry, looked up, the tested form may be a part): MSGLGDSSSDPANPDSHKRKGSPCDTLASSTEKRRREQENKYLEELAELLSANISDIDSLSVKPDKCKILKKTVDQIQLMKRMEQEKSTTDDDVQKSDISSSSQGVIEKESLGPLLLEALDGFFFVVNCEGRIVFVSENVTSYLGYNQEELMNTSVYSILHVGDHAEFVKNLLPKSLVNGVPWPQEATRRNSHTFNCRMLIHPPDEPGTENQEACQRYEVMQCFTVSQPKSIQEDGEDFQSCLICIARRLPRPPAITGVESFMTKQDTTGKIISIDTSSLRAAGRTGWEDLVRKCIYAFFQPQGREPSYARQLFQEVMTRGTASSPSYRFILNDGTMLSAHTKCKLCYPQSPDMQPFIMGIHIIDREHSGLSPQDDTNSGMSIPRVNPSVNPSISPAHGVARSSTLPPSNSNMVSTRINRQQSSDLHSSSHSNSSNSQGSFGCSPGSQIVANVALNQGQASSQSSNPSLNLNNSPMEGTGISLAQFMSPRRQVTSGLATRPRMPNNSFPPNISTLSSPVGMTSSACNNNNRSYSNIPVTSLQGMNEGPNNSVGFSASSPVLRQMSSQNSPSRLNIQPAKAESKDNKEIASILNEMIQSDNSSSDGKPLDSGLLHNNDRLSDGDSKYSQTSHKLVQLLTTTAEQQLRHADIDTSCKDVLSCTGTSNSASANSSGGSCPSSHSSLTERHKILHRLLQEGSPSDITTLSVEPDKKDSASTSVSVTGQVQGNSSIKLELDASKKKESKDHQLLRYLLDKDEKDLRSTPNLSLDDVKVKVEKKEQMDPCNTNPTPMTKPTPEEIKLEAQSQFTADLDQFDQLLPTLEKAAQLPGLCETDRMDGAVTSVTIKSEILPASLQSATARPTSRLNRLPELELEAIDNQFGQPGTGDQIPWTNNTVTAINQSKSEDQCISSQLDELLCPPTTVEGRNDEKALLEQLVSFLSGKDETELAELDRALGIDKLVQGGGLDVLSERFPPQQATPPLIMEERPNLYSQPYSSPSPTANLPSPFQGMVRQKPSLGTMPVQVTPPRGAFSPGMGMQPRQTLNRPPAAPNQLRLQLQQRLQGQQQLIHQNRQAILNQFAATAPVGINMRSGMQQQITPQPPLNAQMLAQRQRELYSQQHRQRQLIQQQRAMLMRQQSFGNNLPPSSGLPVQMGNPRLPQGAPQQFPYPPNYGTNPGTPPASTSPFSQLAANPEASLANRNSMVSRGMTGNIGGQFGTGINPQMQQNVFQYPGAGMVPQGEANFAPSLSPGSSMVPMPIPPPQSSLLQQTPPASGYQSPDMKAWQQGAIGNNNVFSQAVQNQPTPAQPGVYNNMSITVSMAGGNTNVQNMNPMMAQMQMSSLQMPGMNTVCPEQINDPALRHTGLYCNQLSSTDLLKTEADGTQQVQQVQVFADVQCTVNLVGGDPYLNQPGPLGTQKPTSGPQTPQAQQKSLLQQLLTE
# TWEAK Fn14 block = inhibitors of TWEAK-Fn14 signaling, primary screen, luciferase reporter cells, uHTS | inhibition, % at 10 µM | TWEAK-stimulated Fn14 reporter cells, luciferase luminescence, 8 h | actives 2% (n = 360,000); in the data active = inhibition above about 50%
# LRH-1 inv ag = LRH-1 (NR5A2) inverse agonists, primary screen, cell-based, luminescence, HEK293T, StAR-luciferase reporter; Nuclear receptor subfamily 5 group A member 2 (Homo sapiens), O00482; AID 602396, 2012; inhibition, % at 3.6 µM; LRH-1 transfected, 24 h; actives 0.13% (n = 360,000);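 active = inhibition above the mean inhibition of all tested compounds plus 3 SD, cut at about 73% in these data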;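 note: 0% = DMSO wells and 100% = reporter-only cells lacking LRH-1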
# Exocytosis inh = LAMP-1 surface exposure blockers, TALL-104 cells – cell-based, flow cytometry, MLPCN library, primary screen; inhibition, % at 10 µM; actives 0.66% (n = 360,000); TALL-104 LAMP-1 surface exposure; cells stimulated with thapsigargin and PMA;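 active = inhibition above about 55%, limit read from the data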
# TLR9-MyD88 block = inhibitors of TLR9-MyD88 association in cells, primary screen, cell-based, CHO, BLA complementation, fluorescence; actives 0.21% (n = 340,000); CCF4 FRET ratio; Toll-like receptor 9 (Homo sapiens) + Myeloid differentiation primary response protein …; inhibition, % at 4.98 µM; AID 504734, 2011;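 active = inhibition above the mean over all tested compounds plus 3 SD, cut at about 21% in these data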;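 note: 0% = DMSO only wells and 100% = clavulanate BLA inhibitor control wells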
# ABHD5-PLIN5 inh = ABHD5-PLIN5 interaction inhibitors, primary screen, cell lysate, split luciferase complementation, luminescence; Perilipin-5 (Homo sapiens) + 1-acylglycerol-3-phosphate O-acyltransferase ABHD5 (Homo …; Split G. princeps luciferase complementation, 4 h; inhibition, % at 4 µM; actives 0.78% (n = 360,000); AID 602281, 2012;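 active = inhibition above the mean inhibition across every tested compound plus 3 SD, cut at about 22% in these data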;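 note: 0% = DMSO only wells and the 100% control is not disclosed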
# TROY signal inh = inhibitors of TROY-driven NF-kB signaling, primary screen, Q293 LMP1-TROYcd cells, NF-kB luciferase, uHTS | Q293 LMP1-TROYcd NF-kB luciferase reporter, 4 h | inhibition, % at 10 µM | actives 0.98% (n = 360,000) | AID 1347056, 2019;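 active = compounds whose plate-normalised and pattern-corrected inhibition of the luciferase reporter signal at the single screening dose is 50% or more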
# NR2F2 inh = NR2F2 transcriptional activity inhibitors, primary screen, cell-based, luciferase reporter, HEK293T, luminescence; actives 0.7% (n = 370,000); inhibition, % at 8.6 µM; HEK293T NGFI-A luciferase reporter; AID 686940, 2013;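 active = inhibition above a per-plate cutoff, mean inhibition of test wells between control levels plus 3 SD, cut at about 38% in these data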;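 note: cells cotransfected with COUP-TFII expression vector driving the NGFI-A reporter; 0% = median of COUP-TF2 test wells and 100% = reporter-only cells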
# NCOA3 inh = SRC3 coactivator transcriptional activity inhibitors, primary screen, cell-based, luminescence. inhibition, % at 3.6 µM. Nuclear receptor coactivator 3 (Homo sapiens), Q9Y6Q9. actives 0.17% (n = 360,000). AID 588352, 2011. HEK293 GAL4-SRC3 luciferase reporter;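 active = inhibition above a per-campaign cutoff, the mean of all compounds plus 3 SD, cut at about 60% in these data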;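 note: 0% = DMSO-treated cells and 100% = gossypol-treated cells at 36 µM; higher means less SRC3-driven luciferase light from the GAL4 reporter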
# NOD2-RIPK2 inh = NOD2-RIPK2 binding disruptors in cells, primary screen, fluorescence, CHO cells, BLA complementation; actives 0.38% (n = 360,000); inhibition, % at 4.98 µM; Receptor-interacting serine/threonine-protein kinase 2 (Homo sapiens), O43353; CCF4 ratio; in the data active = inhibition above about 21%;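 note: 0% = vehicle only and 100% = reference blocker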
# An asterisk follows results filed as active; x = no result given.
SMILES,NCOA2 inhibitor,SRC1 inh,TWEAK Fn14 block,LRH-1 inv ag,Exocytosis inh,TLR9-MyD88 block,ABHD5-PLIN5 inh,TROY signal inh,NR2F2 inh,NCOA3 inh,NOD2-RIPK2 inh
Cc1ccc(NC(=O)C2C(=O)N(CCO)C3(C)CC2c2ccccc2O3)cc1 (stereo not given),-47,-33,9,-73,0,-2,-1,37,-37,-37,3
Cc1ccc(S(=O)(=O)N2CCC(C(N)=O)CC2)cc1C(=O)NC1CCCCC1,-20,6,0,3,-1,2,-4,3,-6,-3,-10
CCCN1C/C(=C/c2cccc([N+](=O)[O-])c2)C(=O)/C(=C/c2cccc([N+](=O)[O-])c2)C1,-12,-1,7,-12,11,0,14,2,8,-28,3
CCC(C)(C)NC(=O)CN(Cc1ccc2c(c1)OCO2)C(=O)CCC(=O)Nc1ccccn1,-44,7,-23,-4,-2,5,3,4,6,10,-5
O=C(CSc1n[nH]c(-c2ccncc2)n1)Nc1ccccc1C(F)(F)F,14,-19,-9,-4,-4,-18,-9,1,8,-1,-13
CCOC(=O)C1=NNC(C(=O)c2ccccc2)C1c1ccc(Cl)cc1 (stereo not given),8,4,-2,1,-4,-16,-7,-21,6,12,-6
C=CCNC(=O)/C(C#N)=C/c1cn(-c2ccccc2)nc1-c1cccs1,-15,-2,-23,7,-5,-9,1,0,-2,9,-9
N#C/C(=C\c1cccs1)C(=O)Nc1nccs1,-65,-65,53*,-117,2,0,-3,2,-31,-83,-44
CCOC(=O)C1CCN(c2ncnc3c2cnn3-c2ccc(OC)cc2)CC1,34,-23,13,-11,-1,5,-3,-27,19,-4,1
COc1ccc(C(=O)C(Sc2nnc(C)c(=O)[nH]2)c2ccc(OC)cc2)cc1 (stereo not given),14,16,-6,1,-3,-4,2,3,2,5,-2
CCCC(=O)N=C1SC2CS(=O)(=O)CC2N1c1ccc(CC)cc1 (stereo not given),-10,-5,12,5,1,0,-2,-7,0,13,1
Cc1ccc(N2C(=O)C3CCCN3C2=S)c(C)c1 (stereo not given),2,1,-1,-17,-14,-17,1,-34,-28,2,6
N#Cc1nc(-c2cccc3ccccc23)oc1NCCN1CCOCC1,x,-5,-16,-8,3,-6,12,-49,x,-17,5
O=C(NC1CC1)c1ccc(-c2nc3ccccc3s2)s1,38,-32,97*,-70,-9,-6,-8,71*,32,-7,-4
Cc1ccc2nc(-c3ccc(O)cc3)oc2c1,-41,-90,8,-90,-20,6,-3,-38,-43,-122,0
c1ccc(COn2c(-c3ccccc3)nc3c2CCc2nonc2-3)cc1,-33,-3,-30,4,-2,-3,-2,-29,4,25,0
O=C(O)c1cccc(S(=O)(=O)NCc2cccs2)c1,-19,-1,10,4,-1,1,2,5,-12,12,-4
CCC1(c2ccccc2)NC(=O)N(CC(=O)NNC(=O)COc2ccc(Cl)cc2C)C1=O (stereo not given),-3,-6,3,-7,-5,-5,1,12,-7,-5,-4
O=C1C=C(c2cc(C(F)(F)F)cc(C(F)(F)F)c2)C[C@@H](c2ccc(Cl)cc2)C1,10,10,-3,-4,2,-11,-6,11,2,18,-1
O=C(COc1ccccc1)N1CCN=C1SCc1cccnc1,4,0,-2,3,3,4,-15,7,-18,-35,-2
CCn1c(SCC(=O)Nc2ccc(N3CCOCC3)cc2)nnc1C1CC1,-16,1,7,36,-2,-11,1,-4,-9,-2,-3
CCCn1c(SCC(=O)Nc2ccc(OCC)cc2)nnc1C(C)C,30,10,2,34,2,1,7,-6,-2,-18,0
O=C(Cc1ccccc1)NCCc1cn2ccsc2n1,4,0,8,3,2,5,-2,4,12,-40,-5
O=C(CN(C(=O)Cn1nnc(-c2ccc(F)cc2)n1)c1ccc(F)cc1)NC1CCCC1,6,11,26,1,0,-3,-3,10,-16,-13,-3
CC1=C(C(=O)N(C(C)C)C(C)C)CC(CC(=O)NC(c2ccccc2)c2ccccc2)C(=O)N1CCCN1CCCC1=O (stereo not given),-1,7,-3,21,3,x,-1,6,-5,-3,5

# (next part)
SMILES,NCOA2 inhibitor,SRC1 inh,TWEAK Fn14 block,LRH-1 inv ag,Exocytosis inh,TLR9-MyD88 block,ABHD5-PLIN5 inh,TROY signal inh,NR2F2 inh,NCOA3 inh,NOD2-RIPK2 inh
CCCN1C(=O)/C(=C\c2ccncc2)SC1=Nc1ccccc1,-39,-20,-9,35,0,-3,7,-22,-1,14,-1
S=c1[nH]nc(COc2ccccc2)n1/N=C/c1ccc(Br)s1,0,-8,-4,-4,0,10,-12,-3,2,-2,5
Cc1ccc(OCc2nc(-c3ccc(-n4cccc4)cc3)no2)cc1C,-37,-1,-4,18,-4,-73,1,-11,3,23,-9
O=C(CCCCC(=O)NC1CCCC1)NC1CCCC1,-10,-8,17,4,-7,-12,4,5,2,7,7
CCOC(=O)C1(P(=O)(c2ccc(Cl)cc2)c2ccc(Cl)cc2)CCC1,-5,11,-10,1,2,3,-5,22,-3,19,3
COc1ccc(C(=O)NNC(=O)c2ccc(C(C)(C)C)cc2)cc1,-1,11,-13,-11,-3,-1,0,-1,2,6,-22
CCN(CC(=O)Nc1c(F)cccc1F)C(=O)c1ccccc1F,7,-16,4,-24,-7,5,-26,23,2,3,-8
CCOc1ccc(C(=O)Nc2ccccc2CC)cc1[N+](=O)[O-],3,1,6,11,3,-5,-4,-2,3,9,-5
CC12CCC(C(=O)NCc3ccco3)(OC1=O)C2(C)C (stereo not given),13,-9,10,-22,0,-12,-3,-8,-6,4,-6
Cc1cc(C)c(-n2[nH]nnc2=S)c(C)c1,-17,-1,9,0,-3,-3,2,3,18,11,-7
COc1ccc(Nc2nc(N)nc(COc3ccc(OC)cc3)n2)cc1,-12,-11,12,0,-1,4,-1,-15,-12,6,-2
COc1ccc(CCC(=O)NNC(=O)c2ccc(OC)cc2)cc1,-2,-10,-14,6,2,11,0,-21,-1,2,-7
N/C(=N\OC(=O)c1ccc(F)cc1)c1cccc([N+](=O)[O-])c1,-21,-36,-9,-20,-13,-2,5,-22,-8,-65,-5
COCCCNC(=S)N(Cc1ccccc1)Cc1ccccc1,-7,1,5,1,-5,-8,0,8,12,0,-3
Cc1ccc(NC(=S)N2CCC(NC(=O)c3ccc(F)cc3)CC2)cc1C,18,-15,-33,-15,-16,-3,1,-36,0,10,2
COc1ccc(NC(=O)CCCc2c[nH]c3ccccc23)cc1OC,-33,-9,-3,7,-1,6,-3,-1,-5,-8,2
CC(=O)Nc1nnc(SCc2ccc(C(=O)Nc3ccccc3F)cc2)s1,-25,-9,-9,-17,-1,-12,1,-8,-1,-20,-16
O=C(COC(=O)c1ccc[nH]c1=O)Nc1cc(S(=O)(=O)N2CCCCCC2)ccc1Cl,-7,-12,-1,-13,20,2,6,1,2,6,3
O=C(Nn1c(C2CCC2)nc2ccccc2c1=O)C1CCC1,-35,-1,4,-10,-2,4,-1,18,1,-6,0
CC1(C)Cc2c(cnn2-c2ccc(F)cc2)C(NC(=O)CN2CCCCC2=O)C1 (stereo not given),4,8,-4,6,-1,4,-13,-2,-1,24,-6
CCC(=O)N1CCc2cc(Br)cc(S(=O)(=O)C3(C(=O)OC)CC3)c21,1,2,-8,2,-2,-2,3,6,-5,5,-3
CCOC(=O)Cn1nc(-c2ccc(F)cc2)oc1=O,10,-16,-2,-1,1,-4,-1,-8,-8,15,9
O=C(COC(=O)c1ccco1)NC(c1ccccc1)c1ccccc1,-13,10,1,0,-1,0,12,-18,-9,3,0
CC(C(=O)Nc1ccccc1C(F)(F)F)N1CCN(C)CC1 (stereo not given),-10,-4,37,12,-5,-9,-1,-7,-1,3,4
CNC(=O)c1cc2c(s1)-c1ccccc1CC2,-35,-74,-19,-73,42,8,-2,-91,-19,-72,-12

# Compound activity (PubChem)

# The list is partial; rates above refer to the full screens.
